Assay outcomes: PubChem, Broad Institute
CASP6 VEID inh = inhibitors of human caspase-6; P55212; purified caspase-6, Z-VEID-R110 cleavage fluorescence; inhibition, % at 12.5 µM; actives 0.53% (n = 350,000);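 active = mean inhibition across replicates at least about 35%, with every replicate also reaching that limit, limit read from the data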;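 note: 0% = median of neutral control wells and 100% = no fluorescence left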
Target sequence (P55212 24-179 limits assumed): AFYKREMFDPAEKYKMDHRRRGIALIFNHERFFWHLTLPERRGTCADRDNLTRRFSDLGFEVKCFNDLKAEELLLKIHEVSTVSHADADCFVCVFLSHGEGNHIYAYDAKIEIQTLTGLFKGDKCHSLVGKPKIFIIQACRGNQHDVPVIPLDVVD
Target sequence (P55212 194-293 limits assumed): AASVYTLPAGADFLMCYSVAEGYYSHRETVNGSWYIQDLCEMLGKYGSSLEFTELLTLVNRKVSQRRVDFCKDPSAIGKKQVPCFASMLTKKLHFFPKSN
C2C12 statin = suppression of simvastatin myotoxicity. C2C12 myotubes + simvastatin, ATP luminescence, 48 h; scaled: DMSO 0, geranylgeraniol control 100. rescue of ATP level, % at 7.49 µM. actives 0.78% (n = 330,000);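 active = mean ATP rescue above about 67%, or every replicate alone reaching that limit, limit read from the data, passing the limit was not always enough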;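 note: myotubes were challenged with 10 µM simvastatin during compound exposure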
esBAF inh = inhibitors of esBAF chromatin remodeling in mouse ES cells | reporter increase, % at 12.5 µM | actives 2% (n = 350,000) | Bmi1-luciferase knock-in reporter, 24 h; 100% = twice the neutral-well signal; in the data active = activation above about 40%;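 note: 0% = median of the plate's neutral control wells and 100% = double that signal; a rise in the Bmi1 reporter signal indicates esBAF inhibition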
S100A4 inh HTS = S100A4-myosin IIA interaction inhibition | S100A4/TAMRA-MyoIIA peptide fluorescence polarization | AID 652163 | inhibition, % at 10.7 µM | actives 0.14% (n = 360,000);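 active = mean inhibition of at least 70% across replicates, with every replicate also reaching that level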
Target sequence (P26447 whole entry, looked up): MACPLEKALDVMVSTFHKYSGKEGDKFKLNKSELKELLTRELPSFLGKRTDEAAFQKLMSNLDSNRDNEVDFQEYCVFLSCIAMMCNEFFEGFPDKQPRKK
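incubation = readout 5 min after mixing, signal stable up to 60 min | system = S100A4 monomer protein | buffer or medium = HEPES pH 7.2 with CaCl2, KCl, NaCl, DTT, Triton | benchmarks = neutral control DMSO, positive control TFP | also added = fluorescent myosin IIA peptide, 5 nM | compound dosing = one concentration per compound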
FN deposit inh = fibronectin deposition inhibition; AH1F fibroblasts, Alexa488-fibronectin deposition fluorescence, overnight; inhibition, % at 12.6 µM; actives 0.086% (n = 350,000); AID 743247;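 active = mean inhibition across replicates of 30% or more, regardless of how many single replicates reach that level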;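 note: positive control wells lacked labelled fibronectin entirely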
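test system = AH1F fibroblasts assembling fluorescent fibronectin matrix | quantity = 10000 AH1F cells per well | buffer or medium = DMEM plus 2% serum, read in PBS | doses = single dose, pinned | incubation = 1 h cell attachment, overnight exposure to compound and label | detection = fluorescence at 485 nm excitation, 525 nm emission | read-out basis = inhibition from reduced deposited-fibronectin fluorescence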
SIRT5 inh = inhibitors of human sirtuin-5 desuccinylase. Purified SirT5, succinyl-peptide AMC, trypsin-coupled fluorescence. inhibition, % at 15 µM. actives 1.1% (n = 330,000); in the data active = inhibition above about 15%
Target sequence (Q9NXA8 whole entry, looked up): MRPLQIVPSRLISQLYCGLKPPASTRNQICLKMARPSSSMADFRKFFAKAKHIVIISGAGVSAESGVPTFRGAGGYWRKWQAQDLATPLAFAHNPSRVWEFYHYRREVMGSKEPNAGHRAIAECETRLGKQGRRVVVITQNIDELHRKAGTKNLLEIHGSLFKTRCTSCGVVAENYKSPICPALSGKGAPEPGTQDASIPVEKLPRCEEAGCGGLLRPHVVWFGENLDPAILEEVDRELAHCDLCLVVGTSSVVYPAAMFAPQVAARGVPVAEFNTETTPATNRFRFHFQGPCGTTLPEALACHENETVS
LGR2 inh = inhibitors of bursicon-induced Drosophila LGR2 receptor cAMP signaling; HEK293 LGR2, CRE-luciferase, bursicon-stimulated, 4 h; AID 720647; actives 0.35% (n = 380,000); inhibition, % at 9.99 µM;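 active = drop in luminescence signal, shown as inhibition above about 50% in the replicate tests, limit read from the data, passing the limit was not always enough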;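 note: agonist challenge used bursicon conditioned medium at about half maximal strength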
The depositor's hits bear a star; / = not tested or not shown; & = joins results of further samples. These rows are one share of the data; rates above refer to the full screens.

#	structure	CASP6 VEID inh	C2C12 statin	esBAF inh	S100A4 inh HTS
1	COc1ccc(S(=O)(=O)Nc2ccc3c(c2)CC(=O)N([C@H](C)CO)C[C@@H](C)[C@H](CN(C)Cc2ccncc2)O3)cc1	0.8	-3.9	-3.3	-2.5
2	Cc1cc(N)n(-c2ccc(S(N)(=O)=O)cc2[N+](=O)[O-])n1	1.1	/	/	10.9
3	CC12CN3CCN(CC(C3)/C1=N\NC(=O)c1ccccc1N)C2	1.8	/	/	0.3
4	C[C@H]1CN([C@@H](C)CO)C(=O)c2cc(C#CCc3ccccc3)cnc2O[C@H]1CN(C)Cc1cccc(C(=O)O)c1	-5.4	-0.8	13.1	0.8
5	Cn1cc(C(=O)N2CCN(c3cccc(Cl)c3)CC2)c(=O)c2cc(S(=O)(=O)N3CCOCC3)ccc21	0.9	-2.3	-7.3	2.5
6	O=C(Nc1cccc(S(=O)(=O)N2CCCC2)c1)c1cc(S(=O)(=O)N2CCOCC2)ccc1F	1.9	-8.0	/	-0.5
7	CN(C)C(=O)C[C@H]1C[C@H]2c3cc(NC(=O)c4cccnc4)ccc3O[C@H]2[C@H](CO)O1	-2.9	1.3	-5.8	6.5
8	Cc1cc(C)cc(-n2cc(C(=O)O)c(=O)cc2C)c1	3.0	5.7	-9.8	-0.2
9	O=C(C[C@H]1C[C@H]2c3cc(NS(=O)(=O)c4ccc(F)cc4)ccc3O[C@H]2[C@H](CO)O1)NCc1cccc(F)c1	1.4	10.4	13.7	-4.7
10	COc1ccccc1C(=O)NNC(=O)c1cccc(C)c1	-0.4	-4.8	9.5	-2.4
11	CC(C)Oc1ccc(S(=O)(=O)N2CCOCC2)cc1NC(=O)C1CCCC1	-1.3	-6.8	3.1	-9.1
12	CC(=O)Nc1nonc1-c1nc2ccccc2n1Cc1ccccn1	/	-2.5	-3.6	/
13	CCc1nc2c(OCc3c(C)noc3C)cccn2c1N(C=O)Cc1ccccc1	-2.4	3.3	1.7	-3.2
14	O=C(CSc1nc2ccccc2[nH]1)Nc1ccccc1N1CCOCC1	/	-10.7	3.8	/
15	CC1(C(=O)NS(=O)(=O)c2cccc(F)c2)CCN1C(=O)CC1CCCC1 (stereo not given)	0.1	-6.1	4.8	-7.1

#	FN deposit inh	SIRT5 inh	LGR2 inh
1	0.0	-3.7	-4.0
2	/	/	-2.4
3	1.6	-1.5	-3.3
4	/	2.5	-2.1
5	-5.0	-1.3	-11.9
6	7.9	-1.4	2.9
7	5.1	0.9	10.4
8	/	-5.7	8.7
9	-1.8	1.1	-8.1
10	4.7	0.6	-17.2
11	1.7	-3.1	4.2
12	2.5	/	/
13	-13.1	-2.4	-0.7
14	-2.1	/	/
15	0.2	/	-5.0

Remaining list, next part
#	structure	CASP6 VEID inh	C2C12 statin	esBAF inh	S100A4 inh HTS
16	Cc1ccccc1S(=O)(=O)Cc1ccc(C(=O)NC2CCCCC2)o1	-0.1	/	/	-21.0
17	COc1ccc(NC(=O)Nc2ccc3c(c2)C(=O)N([C@H](C)CO)C[C@H](C)[C@H](CN(C)C(=O)NC(C)C)OCCCC[C@@H](C)O3)cc1	-2.3	/	-7.7	-6.8
18	O=C(Nc1ccc(Cl)cn1)Nc1ccccc1F	/	-6.1	34.6	/
19	Cc1cc(C)nc(NS(=O)(=O)c2ccc(NC(=O)c3ccccc3C)cc2)n1	1.1	12.3	-4.9	-3.8
20	O=C(/C=C/c1ccc(OC(F)F)cc1)OCC(=O)N1CCc2ccccc21	4.2	6.4	/	-2.4
21	CCCN1C2CCCC1CC(NC(=O)c1ccccc1)C2 (stereo not given)	/	-5.6	0.3	/
22	Cc1cccc(NC(=S)N(CCN(C)C)Cc2cccs2)c1	-0.6	-10.0	-4.7	0.6
23	CNC(=O)OC1CC2CC1[C@H]1CCCCN1C2=O (stereo not given in full)	-3.4	/	/	6.2
24	CN(C(=O)COC(=O)COc1ccc2ccccc2c1)c1ccccc1	4.1	16.4	-9.8	2.8
25	CCc1cccc(NS(=O)(=O)c2c(C)nc3scc(C)n3c2=O)c1	4.3	-8.5	9.3	-4.1
26	O=C(O)CCC(=O)N1CCN(S(=O)(=O)c2ccc3ccccc3c2)CC1	1.2	-3.8	-2.9	-3.1
27	CCOc1ccc(N2C(=O)c3cccnc3C2=O)cc1	/	12.8	9.4	/
28	O=S(=O)(c1ccccc1)N1CCn2c(nc3ccccc32)C1	1.6	14.8	3.4	5.3
29	COc1cc2c(=O)[nH]c3cc([N+](=O)[O-])ccc3c2cc1[N+](=O)[O-]	4.9	/	/	1.6
30	CCN(CC)C(=O)c1c([N+](=O)[O-])c(C(C)(C)C)nn1C	0.1	/	/	10.9

#	FN deposit inh	SIRT5 inh	LGR2 inh
16	-1.7	1.8	-13.0
17	-5.1	-15.4	9.1
18	2.4	/	/
19	-7.8	-1.5	-5.3
20	9.4	-0.3	10.6
21	5.2	/	/
22	0.3	-2.3	12.2
23	-1.2	-2.2	-3.4
24	-2.1	-0.6	-28.4
25	-12.0	/	-3.4
26	5.6	-0.4	5.8
27	-2.3	/	/
28	-5.6	-7.1	21.2
29	-1.8	/	6.4
30	-3.4	1.5	-10.8

Retrieved by structure from the list above:
#	structure	CASP6 VEID inh	C2C12 statin	esBAF inh	S100A4 inh HTS
27	CCOc1ccc(N2C(=O)c3cccnc3C2=O)cc1	/	12.8	9.4	/
24	CN(C(=O)COC(=O)COc1ccc2ccccc2c1)c1ccccc1	4.1	16.4	-9.8	2.8
26	O=C(O)CCC(=O)N1CCN(S(=O)(=O)c2ccc3ccccc3c2)CC1	1.2	-3.8	-2.9	-3.1
25	CCc1cccc(NS(=O)(=O)c2c(C)nc3scc(C)n3c2=O)c1	4.3	-8.5	9.3	-4.1

#	FN deposit inh	SIRT5 inh	LGR2 inh
27	-2.3	/	/
24	-2.1	-0.6	-28.4
26	5.6	-0.4	5.8
25	-12.0	/	-3.4

Remaining list, next part.
#	structure	CASP6 VEID inh	C2C12 statin	esBAF inh	S100A4 inh HTS
31	O=C(NCC[C@H]1CC[C@@H](NC(=O)c2cnccn2)[C@H](CO)O1)c1ccc2c(c1)OCO2	-3.1	-0.2	-0.5	-1.4
32	Cc1ccc(S(=O)(=O)Nc2ccc3c(c2)C(=O)N([C@@H](C)CO)C[C@H](C)[C@H](CN(C)CC2CCCCC2)O3)cc1	-0.1	-5.1	3.0	-1.9
33	COc1ccc(-c2nc3nc(N)nn3cc2C)cc1F	-1.9	-4.9	-1.5	1.6
34	CC(=O)c1ccc(NC(=O)C2(c3ccccc3)CC2(Cl)Cl)cc1 (stereo not given)	4.9	-7.6	35.6	0.0
35	Cc1ccc(C2=NN(CC(=O)NCCN(CC(C)C)CC(C)C)C(=O)CC2)cc1	-0.9	3.4	7.5	-6.1
36	COc1cc(-c2cnc3c(NC=O)cc(-c4cccc(C(F)(F)F)c4)cn23)cc(OC)c1OC	0.1	-19.4	-1.1	-0.9
37	NC(=O)c1ccc(NC(=O)COC(=O)CCC(=O)c2ccc(Cl)cc2)cc1	-2.4	/	/	0.7
38	COc1cc(CN2C[C@@H]3N[C@H](C2)C3c2ccc(-c3ccccc3C)cc2)cc(OC)c1 (stereo not given in full)	3.9&-1.1	/	/	-7.8&-9.7
39	Cc1nnc(NC(=O)C2CC(=O)N(c3ccc4c(c3)OCCO4)C2)s1 (stereo not given)	18.3	6.1	-17.5	3.0
40	COc1ccccc1C(=O)NC(CCSC)C(=O)NCc1ccccn1 (stereo not given)	0.2	14.2	/	-4.2
41	COCC#Cc1ccc2c(c1)O[C@@H](CN(C)Cc1ccc(F)cc1)[C@H](C)CN([C@@H](C)CO)S2(=O)=O	-0.9	-43.8	0.2	-8.0
42	COc1ccc(/C=N/NC(=O)c2ccco2)cc1OCc1ccccc1	1.6	/	/	-6.1
43	Nc1nonc1-n1nnc(C(=O)N/N=C/c2ccc(Br)cc2)c1-c1ccc2c(c1)OCO2	2.7	15.4	-1.5	0.0
44	O=C(COC(=O)Cn1cnc2ccccc2c1=O)NCC12CC3CC(CC(C3)C1)C2	0.6	27.2	-7.0	-1.4
45	COc1cc2nc3occc3c(OC)c2cc1OC	2.3	3.6	8.6	-3.6

#	FN deposit inh	SIRT5 inh	LGR2 inh
31	-2.9	-1.7	2.2
32	/	-3.3	-2.3
33	6.5	-5.5	-1.5
34	2.9	0.1	-75.7
35	-1.8	2.7	4.1
36	0.4	/	13.4
37	1.8	-5.8	/
38	13.1	6.2&2.7	10.4
39	8.1	0.6	0.6
40	/	0.2	-9.1
41	10.8	5.9	-29.8
42	-5.7	-1.5	3.4
43	-0.3	-0.2	4.1
44	-2.8	-2.9	/
45	-3.5	-0.5	-20.2

Profiles, quoted from the list. Screens in order: CASP6 VEID inh	C2C12 statin	esBAF inh	S100A4 inh HTS	FN deposit inh	SIRT5 inh	LGR2 inh
COCC#Cc1ccc2c(c1)O[C@@H](CN(C)Cc1ccc(F)cc1)[C@H](C)CN([C@@H](C)CO)S2(=O)=O is listed as -0.9	-43.8	0.2	-8.0	10.8	5.9	-29.8
COc1cc(CN2C[C@@H]3N[C@H](C2)C3c2ccc(-c3ccccc3C)cc2)cc(OC)c1 (stereo not given in full) is listed as 3.9&-1.1	/	/	-7.8&-9.7	13.1	6.2&2.7	10.4

Continued:
#	structure	CASP6 VEID inh	C2C12 statin	esBAF inh	S100A4 inh HTS
46	CCCN1[C@H](C(=O)N(C)C)[C@@H](CO)[C@@H]2Cn3c(ccc(-c4ccccc4OC)c3=O)[C@@H]21	0.0	-6.9	2.5	-31.7
47	Cc1nc(-c2ccc(F)cc2)c(CC(=O)N2CCN(S(=O)(=O)c3cccc(Cl)c3)CC2)s1	-0.5	-6.3	3.4	-0.1
48	C[C@H]1CN([C@@H](C)CO)C(=O)Cc2cc(NS(C)(=O)=O)ccc2O[C@@H]1CN(C)Cc1ccc(Oc2ccccc2)cc1	-0.5	1.6	4.8	-1.9
49	Cc1noc(C)c1S(=O)(=O)Nc1ccc2c(c1)C(=O)N([C@H](C)CO)C[C@H](C)[C@H](CN(C)Cc1ccc(Cl)c(Cl)c1)O2	0.0	/	-0.5	15.0
50	Cn1c2ccccc2c2ncn(Cc3ccc(F)cc3)c(=O)c21	3.2	16.4	9.0	3.7
51	C[C@@H]1CN([C@H](C)CO)C(=O)c2cccc(NS(=O)(=O)c3ccccc3)c2O[C@@H]1CN(C)C(=O)Nc1ccc2c(c1)OCO2	-2.1	20.0	33.7	18.2
52	CCCC(C)NC(=O)c1ccc(OCc2ccc(Cl)cc2)c(OC)c1 (stereo not given)	-1.2	/	/	1.8
53	CCOC(=O)c1c(C)[nH]c(C)c1C(=O)COC(=O)c1cc2ccccc2cc1O	1.5	/	/	-20.5
54	CCOC(=O)N1CCN(CCC(=O)Nc2cc([N+](=O)[O-])ccc2OC)CC1	-5.4	/	/	5.9
55	O=C(NCCCN1CCCC1=O)c1ccc(S(=O)(=O)Nc2ccccc2F)cc1	0.3	-4.5	2.8	1.8
56	O=C(COC(=O)C1CCN(S(=O)(=O)c2cccs2)CC1)c1ccc2c(c1)OCCO2	-0.9	-18.8	-1.1	-2.8
57	C[C@@H]1CN([C@@H](C)CO)C(=O)c2cc(NC(=O)Nc3ccc(F)cc3)ccc2O[C@@H]1CN(C)Cc1ccc(-c2ccccc2)cc1	0.7	/	-1.7	3.5

#	FN deposit inh	SIRT5 inh	LGR2 inh
46	/	-0.7	20.9
47	-13.0	1.5	-5.5
48	/	6.7	-2.4
49	/	12.8	-16.2
50	1.5	-2.6	-29.6
51	/	12.8	-1.0
52	7.1	/	-20.2
53	0.9	111.6*	-6.4
54	4.8	3.2	6.0
55	-5.3	-3.3	12.2
56	/	-5.1	/
57	7.2	11.9	-25.3
